S1P2 antag – human S1P2 receptor antagonists, primary screen, cell-based; inhibition, % at 5 µM; cell-based S1P2 antagonist assay, inhibition at 5 uM; AID 736, 2007; 97,000 compounds, 0.21% hits; in the data active means inhibition above about 45%;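 further: CRE beta-lactamase reporter cells expressing human S1P2 stimulated with S1P; 0% = agonist at EC80 alone and 100% = agonist plus reference antagonist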
Target sequence (O95136 whole entry, looked up): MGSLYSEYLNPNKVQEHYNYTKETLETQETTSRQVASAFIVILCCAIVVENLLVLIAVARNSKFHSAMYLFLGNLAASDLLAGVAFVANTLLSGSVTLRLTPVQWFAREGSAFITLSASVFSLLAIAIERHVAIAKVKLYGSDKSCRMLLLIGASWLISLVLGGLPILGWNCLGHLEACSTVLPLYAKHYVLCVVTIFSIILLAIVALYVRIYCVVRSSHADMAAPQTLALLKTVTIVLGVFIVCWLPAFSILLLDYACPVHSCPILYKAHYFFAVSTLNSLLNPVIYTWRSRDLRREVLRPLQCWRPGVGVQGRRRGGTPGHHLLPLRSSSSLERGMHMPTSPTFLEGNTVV
PTPN22 act – LYP phosphatase activators, primary screen, biochemical, DiFMUP fluorescence, 2 µM; recombinant LYP; 0 = plate median, 100 = signal doubled; activation, % at 2 µM; 96,000 compounds, 0.11% hits; AID 697, 2007;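 active means activation at 2 µM above a set limit, the mean plus 5 SD, cut at about 37% in these data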
PostGolgi ctrl – growth inhibition of yeast control strain, primary screen, counter-screen for post-Golgi transport modulator project | efflux-deficient yeast background strain, growth absorbance A615, 16 h | inhibition, % at 10 µM | 98,000 compounds, 5% hits; in the data active means inhibition above about 30%
sEH activator – soluble epoxide hydrolase activators, primary screen, biochemical, human sEH. activation, % at 2 µM. purified human sEH enzymatic activity, activator screen. AID 717, 2007. 91,000 compounds, 0.04% hits. Bifunctional epoxide hydrolase 2 (Homo sapiens), P34913; in the data active means activation above about 37%; further: values of inactives mirror those of a sister screen read the other way
sEH inh – soluble epoxide hydrolase inhibitors, primary screen, biochemical, human sEH | recombinant human sEH enzymatic activity assay | inhibition, % at 2 µM | 91,000 compounds, 0.34% hits | AID 707, 2007; in the data active means inhibition above about 80%; further: values of inactives mirror those of a sister screen read the other way; many of its hits are not listed in these tables
HUVEC inhibit – inhibitors of HUVEC proliferation, primary screen, cell-based, 384-well. CellTiter-Glo luminescence, 72 h; active compounds read low. 86,000 compounds, 1.1% hits. viability, % at 10 µM (by protocol);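 active means viability at or below 30%; inactive means viability above 30%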;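 further: 100% = median luminescence of DMSO-only cell control wells on each plate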
Fibroblast inh – antiproliferative effect on LL 47 fibroblasts – human, LL 47 cells, CellTiter-Glo luminescence, primary screen. LL 47 human lung fibroblast viability, ATP luminescence; active compounds read low. viability, % at 10 µM. 85,000 compounds, 1.1% hits. AID 719, 2007;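 active means viability at or below 50% in the single dose screen; inactive means viability above 50%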;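 further: compound exposure lasted 72 h before the ATP readout; 100% = median luminescence of untreated cell-only wells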
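material = human LL 47 lung fibroblast cells | dosing = compounds added from tenfold dosing solution, 0.1% DMSO final | timing = overnight cell rest, 72 h compound treatment at 37 °C | measured by = CellTiter-Glo luminescence measuring cellular ATP | evaluation = % viability versus median cells-only luminescence | control set = cell-only wells, no compound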
H69AR growth 86K – proliferation blockers of H69AR lung cancer cells, primary screen, cell-based, human, 86K library; viability, % at 10 µM; AID 598, 2007; 85,000 compounds, 6% hits; H69AR lung tumor viability, ATP luminescence, 72 h; active compounds read low;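 active means viability at or below 40%; inactive means viability above 40%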;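 further: multidrug resistant small cell line overexpressing MRP-1 efflux transporter; 100% = mean luminescence of untreated control wells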
S1P2 agonist – S1P2 receptor agonists, primary screen, cell-based; activation, % at 4.5 µM; S1P2-expressing cell line, agonist reporter read-out; 97,000 compounds, 0.46% hits; in the data active means activation above about 16%;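 further: 0% = vehicle low control and 100% = maximal reference agonist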
An asterisk follows results filed as active; / = no result given. These rows are one share of the data; the hit share may differ from the screen's.

#	molecule	H69AR growth 86K	S1P2 antag	sEH activator	PTPN22 act	Fibroblast inh	S1P2 agonist	PostGolgi ctrl	HUVEC inhibit	sEH inh
1	CC1CSc2ccccc2NC1=S (configuration not stated)	102	-30	2	9	94	-2	/	92	0
2	COc1cc2c(cc1OC)CN(C(=O)C1(c3ccccc3)CC1)CC2	91	5	2	7	102	-3	21	94	-3
3	CCN(CC)CCN1C(=O)C(O)=C(C(=O)c2ccco2)C1c1ccccn1 (configuration not stated)	89	-11	-6	3	101	4	0	98	7
4	CCCOc1ccc(N2C(=O)CC(NCCNc3ccc(S(=O)(=O)CC)cc3)C2=O)cc1 (configuration not stated)	/	6	-6	-2	106	-7	4	94	3
5	O=S(=O)(NC12CC3CC(CC(C3)C1)C2)c1ccc(F)cc1	99	-21	0	4	97	-4	31*	112	1
6	CC1(CC(=O)N/N=C/c2ccc(-c3ccc(C(=O)O)cc3)o2)OCCO1	/	-11	-19	-14	/	-9	12	/	19
7	O=C(COc1ccc(Cl)cc1Cl)Nc1ccccn1	54	13	9	-3	48*	-3	11	45	-6
8	O=C1CCCC(O)=C1C=Nc1ccc(O)cc1	73	23	-8	1	100	-2	7	85	10
9	COc1ccc(-c2nc(SC)n(C)c(=O)c2C#N)cc1OC	78	/	/	/	98	/	2	93	/
10	Cc1ccc(C(=O)CS(C)(=O)=O)cc1	115	-3	-9	-3	104	-2	-6	93	7
11	CSC1=NCCN1C(=O)c1cccc(Br)c1	105	-15	-2	-11	96	-3	1	102	5
12	COc1ccccc1OCCn1cc(C(=O)c2ccco2)c2ccccc21	61	-13	3	-9	97	-6	25	88	-4
13	Cn1c(=O)c2c(-c3ccccc3)n(CCCN3CCOCC3)cc2n(C)c1=O	84	-10	-4	-10	93	-2	9	93	4
14	CCOC(=O)c1cccc(Nc2ncnc3ccc(C)cc23)c1	22*	-11	13	-12	90	-3	4	84	-14
15	c1cc2ccc3ccc(-n4cnnn4)c4ccc(c1)c2c34	/	-20	17	-20	/	0	30*	/	-19
16	O=C1Cn2c(nc3ccccc32)N1c1ccccc1F	96	2	2	-8	97	-6	4	95	2
17	N#Cc1nc(-c2ccco2)oc1N1CCN(c2ccccc2)CC1	89	4	-5	-1	105	-5	6	115	4
18	O=C(O/N=C1\CCS(=O)(=O)c2sccc21)c1ccccc1	/	-9	0	10	/	-1	-1	/	0
19	CC(C)(C)C1CCc2onc(C(=O)Nc3cccnc3)c2C1 (configuration not stated)	90	/	/	/	95	/	28	107	/
20	COC(=O)CCC(=O)Nc1sc2c(c1C#N)CCCC2	48	-25	8	2	94	-7	-3	78	-11
21	O=C(CN1CCC(n2nnc3cc(F)ccc32)CC1)NNC(=O)c1ccccc1	/	22	18	-2	/	-4	6	/	-14
22	Cc1ccc2nc(-c3sc4nc(C)ccc4c3N)[nH]c2c1	48	-21	-6	0	95	-3	/	84	6
23	COC(=O)C1=C(C)OC(N)=C(C#N)C1c1ccccc1F (configuration not stated)	72	-2	-9	-6	98	-4	26	103	8
24	Cn1c(=O)oc2cc(S(=O)(=O)N3CCN(Cc4ccc5c(c4)OCO5)CC3)ccc21	98	22	/	3	102	-5	10	105	/
25	CSc1cccc(NC(=O)c2ccccc2N(C)S(C)(=O)=O)c1	85	-6	17	1	97	-1	5	89	-15

Compound profiles, from the list above. Order of screens: H69AR growth 86K	S1P2 antag	sEH activator	PTPN22 act	Fibroblast inh	S1P2 agonist	PostGolgi ctrl	HUVEC inhibit	sEH inh
Results for O=C1CCCC(O)=C1C=Nc1ccc(O)cc1 : 73	23	-8	1	100	-2	7	85	10
Results for Cn1c(=O)c2c(-c3ccccc3)n(CCCN3CCOCC3)cc2n(C)c1=O : 84	-10	-4	-10	93	-2	9	93	4
Results for Cn1c(=O)oc2cc(S(=O)(=O)N3CCN(Cc4ccc5c(c4)OCO5)CC3)ccc21 : 98	22	/	3	102	-5	10	105	/
Results for CCCOc1ccc(N2C(=O)CC(NCCNc3ccc(S(=O)(=O)CC)cc3)C2=O)cc1 (configuration not stated) : /	6	-6	-2	106	-7	4	94	3
Results for CC1CSc2ccccc2NC1=S (configuration not stated) : 102	-30	2	9	94	-2	/	92	0

Down the list, as entered above:
HUVEC inhibit for nos. 1–9, in order: 92, 94, 98, 94, 112, /, 45, 85, 93

Continued:
#	molecule	H69AR growth 86K	S1P2 antag	sEH activator	PTPN22 act	Fibroblast inh	S1P2 agonist	PostGolgi ctrl	HUVEC inhibit	sEH inh
26	CCc1ccc2c(c1)[C@]1(C(=O)N2)[C@@H]2C(=O)N(Cc3ccccc3)C(=O)[C@@H]2[C@@H]2CCCN21	91	13	-10	5	92	-6	4	86	8
27	O=C(CNCC1CCCO1)Nc1ccccc1-n1cccc1 (configuration not stated)	96	11	22	-6	101	1	2	110	-25
28	C/C(=N/NC(=O)c1ccc(NC(=O)c2ccc(F)cc2)cc1)c1ccccc1	/	-9	3	-2	/	-8	5	/	-3
29	CC1CCN(c2nc(-c3ccncc3)nc3ccccc23)CC1	55	-21	-2	-7	70	-4	95*	43	4
30	CCCC1(C(=O)O)NC(c2cccc(OC)c2O)C2C(=O)N(c3ccccc3)C(=O)C21 (configuration not stated)	103	-3	5	-9	101	-2	6	101	-3
31	CC(C)(C)c1cc(-c2ccco2)c(C#N)c(SCC#N)n1	58	-37	-10	0	101	-3	14	100	10
32	CC(=O)c1cnn(-c2cc(Oc3ccc(F)cc3)ncn2)c1C	/	-32	7	11	/	1	7	/	-6
33	COCCNCC(=O)NC12CC3CC(CC(C3)C1)C2	99	24	6	-9	98	-1	8	104	-9
34	COc1cc(N=c2ssnc2Cl)cc(OC)c1OC	1.7*	6	-5	-3	47*	-5	5	56	4
35	Cc1nnc(Nc2ccccc2)n(N)c1=O	/	-15	-9	-7	/	-1	-9	/	11
36	CCOC(=O)c1cnc(SC)nc1Oc1cccc(NC(=O)c2ccc(Cl)cc2)c1	/	-2	-12	-12	/	1	6	/	11
37	Cc1cc(C)c(S(=O)(=O)Nc2cccc3nsnc23)c(C)c1	2.5*	/	/	/	98	/	12	92	/
38	CC1=C(C(=O)OCc2ccccc2)C(c2cccnc2)c2c(n(C)c(=O)n(C)c2=O)N1 (configuration not stated)	/	17	-4	0	/	-2	11	/	4
39	Cc1ccc(C(=O)CCNc2ccc(Br)cc2)o1	91	-10	-10	5	97	2	19	82	14
40	CCn1c(=O)c(=O)n(CC)c2cc(S(=O)(=O)Nc3cccc(OC)c3)ccc21	97	-1	0	6	104	-2	13	95	1
41	CN1C2CCC1/C(=C\c1ccccc1)C(=O)/C2=C\c1ccccc1	/	18	6	4	/	-6	17	/	-7
42	CC1CCN(CC(=O)Nc2sc3c(c2C#N)CCC3)CC1	94	23	/	-1	99	-3	4	110	/
43	Cc1cc(C)n(-c2ccc(C(=O)Nc3ccccc3N3CCOCC3)cc2)n1	/	-17	6	-8	/	-3	-7	/	-6
44	CC(O)c1nc2ccccc2n1CCOc1ccccc1 (configuration not stated)	95	-10	5	-4	/	-1	/	98	-4
45	N#C/C(=C\c1cn[nH]c1-c1ccc(Cl)cc1)C(=O)NCc1ccccc1	/	-13	11	0	/	-6	21	/	-9
46	Cc1ccc(-c2cc3nc(C)cc(NCc4ccco4)n3n2)cc1	76	14	0	-5	90	1	33*	77	-3
47	S=c1[nH]nc(COc2ccc3ccccc3c2)o1	92	-4	6	9	101	-3	/	90	-1
48	COc1ccc(Cn2c(=O)c3c(nc(NCCO)n3C)n(C)c2=O)cc1	97	/	/	/	105	/	5	99	/
49	CCSc1nnc(-c2ccncc2)n1Cc1ccccc1	65	-6	6	-12	96	-3	1	96	-9
50	Cc1ccc(CNC(=O)c2sc3nc4c(c(C(F)(F)F)c3c2N)CCC4)cc1	/	-21	-7	2	/	-6	15	/	5
51	C/C=C(\C)CN1CCN(c2cc(C)ccc2C)CC1	56	-8	/	-4	/	-4	6	103	/
52	CCOC(=O)N1CCN(C(=O)/C(=C/c2ccc(OC)cc2)NC(=O)c2ccccc2)CC1	/	-10	-5	3	/	-5	18	/	6
53	N#C/C(=C\c1ccc(Oc2ccc(C(F)(F)F)cc2[N+](=O)[O-])cc1)c1nc2ccccc2[nH]1	/	-12	11	-3	/	-3	-11	/	-12

From compound 51 up to 53, copied from above:
#	molecule	H69AR growth 86K	S1P2 antag	sEH activator	PTPN22 act	Fibroblast inh	S1P2 agonist	PostGolgi ctrl	HUVEC inhibit	sEH inh
51	C/C=C(\C)CN1CCN(c2cc(C)ccc2C)CC1	56	-8	/	-4	/	-4	6	103	/
52	CCOC(=O)N1CCN(C(=O)/C(=C/c2ccc(OC)cc2)NC(=O)c2ccccc2)CC1	/	-10	-5	3	/	-5	18	/	6
53	N#C/C(=C\c1ccc(Oc2ccc(C(F)(F)F)cc2[N+](=O)[O-])cc1)c1nc2ccccc2[nH]1	/	-12	11	-3	/	-3	-11	/	-12

Compound activity (PubChem)
